Screening data from PubChem BioAssay.
UHRF1 MBD2 ctr: human UHRF1 methylated DNA binding inhibitors; UHRF1 binding to methylated oligo, TR-FRET; Q96T88; inhibition, % at 4.4 µM; 0.75% of 370,000 active; in the data active = inhibition above about 21%;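 note: UHRF1 SRA domain binding a hemimethylated CpG hairpin DNA probe; 0% = median of test compound wells and 100% = reference inhibitor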
PLC-gamma1 inh: PLC-gamma1 (human) inhibition, primary screen; P19174; purified PLC-gamma1, fluorogenic substrate, fluorescence; inhibition, % at 12.2 µM; 0.84% of 370,000 active; AID 720700; in the data active = inhibition above about 9.5%
Tn7 DDE FP: disrupts Tn7 cyclic peptide binding to fibrin D-Dimer-E complex | inhibition, % at 8.3 µM | FP displacement of FITC-Tn7 peptide from fibrin DD(E); 0% = median of compound wells per plate | 0.13% of 370,000 active | AID 720508;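 active = inhibition above the mean of compounds falling within the control limits plus 3 SD of them, cut at about 14% in these data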;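 note: 0% = plate median of compound wells and 100% = 10 µM Aha-Tn7 peptide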
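Assay system: human fibrin DD(E) protein / Input: 2 µM fibrin DD(E) / Benchmarks: high control of 10 µM Aha-Tn7 peptide / Measured by: fluorescence polarization of the labelled Tn7 tracer / Medium: Tris buffer with calcium and detergent, pH 7.8 / Timing: 10 min compound pre-incubation, 3 h probe incubation at room temperature / Repeats: one replicate per compound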
ARFGAP1 inhibitor: inhibitors of rat ARFGAP1 | Q62848 | Arfgap1-stimulated ARF1 GTP hydrolysis, GDP FP detection | inhibition, % at 16.5 µM | 0.26% of 360,000 active | AID 651572;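 active = inhibition above a per-plate limit, mean inhibition of low control wells plus 3 SD, cut at about 25% in these data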;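 note: 0% = DMSO wells with enzyme and 100% = wells lacking Arfgap1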
Target sequence (Q62848 1-136 limits assumed): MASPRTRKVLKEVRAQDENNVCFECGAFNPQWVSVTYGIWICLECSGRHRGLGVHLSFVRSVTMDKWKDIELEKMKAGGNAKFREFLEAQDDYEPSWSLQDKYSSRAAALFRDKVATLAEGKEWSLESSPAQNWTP
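Assay system: purified rat His6-Arfgap1 residues 1-136 (GAP domain); Reagent: human Δ17 ARF1 bound to GTP; Dosing: 16.5 µM single point, 1.26% DMSO; Times: GTP hydrolysis reaction 2 h at 25 °C; Signal: FP, GDP Alexa 633 tracer displaced from anti-GDP antibody, 620/688 nm; Measure: % inhibition from polarization.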
ADAM17 inh: inhibits human ADAM17 | P78536 | recombinant ADAM17, EDANS/DABCYL FRET peptide cleavage | inhibition, % at 6.95 µM | 0.83% of 370,000 active;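 active = inhibition above the mean of compounds lying between control limits plus 3 SD, set per campaign, cut at about 8.5% in these data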;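 note: 0% = DMSO-only wells as the low control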
proKLK7 act: activates the human kallikrein-7 zymogen; AID 652039; 0.9% of 370,000 active; activation, % at 7 µM; purified proKLK7, EDANS-DABCYL substrate fluorescence; 100% is mature enzyme control, 0% vehicle; P49862;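 active = activation above the mean of all tested compounds plus 3 SD, computed per campaign excluding outliers beyond control limits, cut at about 13% in these data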
MBD2 inh: MBD2-methylated oligo binding inhibition; 0.31% of 370,000 active; inhibition, % at 4.4 µM; Q9UBB5; AID 686964; TR-FRET, MBD2 binding to methylated oligonucleotide; in the data active = inhibition above about 13%
Target sequence (Q9UBB5 whole entry, looked up): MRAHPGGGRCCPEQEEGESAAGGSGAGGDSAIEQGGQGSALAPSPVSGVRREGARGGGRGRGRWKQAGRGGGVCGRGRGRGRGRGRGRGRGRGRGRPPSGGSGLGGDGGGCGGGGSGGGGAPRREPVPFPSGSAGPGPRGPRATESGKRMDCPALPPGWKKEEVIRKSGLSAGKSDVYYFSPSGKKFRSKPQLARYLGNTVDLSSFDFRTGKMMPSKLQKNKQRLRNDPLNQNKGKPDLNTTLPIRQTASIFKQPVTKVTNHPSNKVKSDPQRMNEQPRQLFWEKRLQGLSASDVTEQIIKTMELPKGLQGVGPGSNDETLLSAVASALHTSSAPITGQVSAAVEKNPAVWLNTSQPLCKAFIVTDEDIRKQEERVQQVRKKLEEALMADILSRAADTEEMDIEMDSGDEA
DDE Tn6 FP inh: DD(E)-Tn6 binding inhibition, primary FP screen | P02675 | 0.21% of 370,000 active | Fibrin DD(E) TRITC-Tn6 fluorescence polarization displacement | AID 720509 | inhibition, % at 8.3 µM;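 active = inhibition above a per-campaign cutoff: mean of compounds within control limits plus 3 SD, cut at about 15% in these data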;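 note: 0% = median of all compound wells on the plate and 100% = blocking peptide control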
PLCb3 inh: blocks human PLC-beta3 enzyme activity. Purified PLC-beta3, fluorogenic substrate, fluorescence. inhibition, % at 12.2 µM. 0.18% of 370,000 active. AID 720704; in the data active = inhibition above about 11%;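 note: 0% = median of compound wells on plate and 100% = full blocker control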
ASAP1 inh: ASAP1 ArfGAP inhibition; Q9ULH1; ASAP1-stimulated ARF1 GTP hydrolysis, GDP FP detection; inhibition, % at 16.5 µM; 0.19% of 360,000 active; AID 624377; in the data active = inhibition above about 25%;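 note: 0% = vehicle with enzyme and substrate and 100% = no enzyme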
Target sequence (Q9ULH1 325-724 limits assumed): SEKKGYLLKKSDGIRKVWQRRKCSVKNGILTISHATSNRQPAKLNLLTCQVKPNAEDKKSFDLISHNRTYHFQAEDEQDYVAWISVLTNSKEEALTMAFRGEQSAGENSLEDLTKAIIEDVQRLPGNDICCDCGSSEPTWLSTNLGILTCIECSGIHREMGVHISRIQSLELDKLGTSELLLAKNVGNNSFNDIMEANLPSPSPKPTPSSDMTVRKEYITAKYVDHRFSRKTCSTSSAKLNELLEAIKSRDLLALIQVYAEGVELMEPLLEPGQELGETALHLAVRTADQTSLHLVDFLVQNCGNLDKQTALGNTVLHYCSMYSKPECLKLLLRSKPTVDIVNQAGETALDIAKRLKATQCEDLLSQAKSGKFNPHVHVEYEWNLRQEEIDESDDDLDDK
Active calls of the source: *; i = inactive.

UHRF1 MBD2 ctr	PLC-gamma1 inh	Tn7 DDE FP	ARFGAP1 inhibitor	ADAM17 inh	proKLK7 act	MBD2 inh	DDE Tn6 FP inh	PLCb3 inh	ASAP1 inh	SMILES
1	-3	3	0	1	-0.2	-3	-3	-3	3	COc1cc(OC)c(C(=O)NCc2ccc3c(c2)OCO3)cc1OC
-1	2	0	3	6	0.6	2	-3	-3	13	O=C(/C=C/c1ccc(F)cc1)N1CCCc2ccccc21
3	2	3	13	-5	0.9	3	1	2	3	CSc1c(N(C)C)c(=O)c1=S
-5	i	4	12	-71	4.7	-5	-8	i	6	CC(=O)N(Cc1ccccc1)c1ncc2c(n1)c(=O)c(C#N)c1ccccn12
4	-45	-6	-21	-6	-0.5	-4	-9	-4	6	N#CC(C#N)=CN=c1ccn(Cc2ccc(Cl)cc2Cl)cc1
0	2	-2	-10	-6	-0.6	2	-2	-1	2	Cn1c(NCc2cccnc2)nc2cc(-c3cccc(C(F)(F)F)c3)sc2c1=O
-2	0	4	-4	0	0.6	-3	-1	-7	4	C/C(=N/NC(=O)c1ccncc1)c1ccc(NC(=O)c2ccc(Cl)cc2Cl)cc1
-3	-5	-11	-6	5	0.5	-8	-1	-9	5	O=C1/C(=C/c2cccs2)Sc2ccccc21

Three entries from above, arranged by formula weight, largest number first:
UHRF1 MBD2 ctr	PLC-gamma1 inh	Tn7 DDE FP	ARFGAP1 inhibitor	ADAM17 inh	proKLK7 act	MBD2 inh	DDE Tn6 FP inh	PLCb3 inh	ASAP1 inh	SMILES
-2	0	4	-4	0	0.6	-3	-1	-7	4	C/C(=N/NC(=O)c1ccncc1)c1ccc(NC(=O)c2ccc(Cl)cc2Cl)cc1
0	2	-2	-10	-6	-0.6	2	-2	-1	2	Cn1c(NCc2cccnc2)nc2cc(-c3cccc(C(F)(F)F)c3)sc2c1=O
-3	-5	-11	-6	5	0.5	-8	-1	-9	5	O=C1/C(=C/c2cccs2)Sc2ccccc21

(next part)
UHRF1 MBD2 ctr	PLC-gamma1 inh	Tn7 DDE FP	ARFGAP1 inhibitor	ADAM17 inh	proKLK7 act	MBD2 inh	DDE Tn6 FP inh	PLCb3 inh	ASAP1 inh	SMILES
5	4	-2	7	6	0.0	4	0	11*	-9	O=C(COC(=O)C1=COCCO1)Nc1ccccc1Oc1ccccc1
0	-4	5	-1	-4	0.4	0	-7	-7	1	CCCC[C@@H]1C=C(C(=O)O)[C@H](c2ccc(Cl)cc2)N1S(=O)(=O)c1ccc(C)cc1
-1	-3	1	0	-2	1.1	-2	4	-5	-3	CCOc1cc(/C=C(\C#N)C(=O)NCC2CCCO2)ccc1O (configuration not stated)
0	-45	2	2	-4	3.7	-4	-5	-49	8	COc1ccc(C2C(C#N)=C(N)Nc3nc4ccccc4n32)cc1 (configuration not stated)
-1	-2	1	-7	2	0.4	2	5	1	12	CCc1ccccc1N(CC)C(=O)CCc1nc(-c2ccc(C)cc2)no1
6	5	0	4	-5	-0.1	5	-6	0	-11	CC1CCN(S(=O)(=O)c2ccc(S(=O)(=O)N3CCC4(CC3)OCCO4)cc2)CC1
5	-5	2	12	-6	0.1	4	-5	-5	0	COC(CNC(=O)CN1CCN(Cc2ccc(F)cc2Cl)C1=O)OC
-2	4	7	2	0	-0.1	-8	-2	5	-2	O=C(N/N=C/c1ccc(OC(=O)c2cccc(F)c2)cc1)c1cccnc1
3	-274	-2	13	1	-1.1	-3	-3	-408	21	COc1cccc(-c2sc3ccc(OC)cc3c2-c2ccc(O)cc2)c1
-2	-12	3	26*	-13	-8.1	-2	-2	-21	14	C=CCNc1nc(NCc2cccc(OC)c2)c2sc(-c3ccccc3)cc2n1
3	-7	4	3	-7	-0.7	-5	2	-5	5	COC(=O)c1ccc2c(=O)n(Cc3ccc(C(=O)NC4CCCC4)cc3)c(=S)[nH]c2c1
5	-1	5	0	-1	1.3	-3	-4	1	-1	C#CCNC(=O)C[C@H]1C[C@@]2(C(=O)OC)C(=C[C@H](COCc3ccccc3)O[C@@H]2C)N(CCC2=CCCCC2)C1=O
-4	-1	-2	-4	1	0.5	-3	0	-4	2	Cc1cc(-c2nnc(SCCC(=O)Nc3ccccc3)o2)no1
0	5	0	14	1	-0.6	2	-3	6	22	CN(C)S(=O)(=O)n1cnc2ccccc21
1	1	-3	-8	-2	-0.3	-3	4	3	-5	O=C(Nc1ccc2c(c1)OCCO2)c1ccc(Cl)c(S(=O)(=O)N2CCOCC2)c1
0	1	-2	10	0	0.8	0	-5	-1	-4	CCOc1ccc(OCC(=O)Nc2cccc(S(=O)(=O)NC3=NCCC3)c2)cc1
-4	2	0	4	-1	-0.3	-2	5	1	-7	NC(=O)CC(NC(=O)c1ccccc1)c1ccc(NCC2CC2)c([N+](=O)[O-])c1 (configuration not stated)
5	-1	3	17	0	0.4	2	-8	1	6	CCSC1=NCCN1S(=O)(=O)c1ccc(Cl)cc1
3	1	-6	10	-2	0.3	2	-2	-3	10	Cc1cc(Br)c(S(=O)(=O)NCc2ccncc2)cc1C
3	4	-3	7	-7	-0.3	4	-14	-11	5	COc1ccc(C(=O)/C=C/C(=O)N(CC(=O)NC2CCCCC2)Cc2ccc(F)cc2)c(O)c1
1	-8	-5	-4	5	-0.5	1	5	-16	0	CC(=O)c1ccc(NC(=O)CN2CCN(S(=O)(=O)c3ccc4ccccc4c3)CC2)cc1
0	-7	2	-2	-6	0.5	6	-7	-14	12	Cc1ccc(S(=O)(=O)Nc2cccc(S(=O)(=O)Nc3ccccc3C(=O)O)c2)c(C)c1
-3	-30	0	10	2	-0.2	-5	11	-3	-6	Nc1nnc(SCC(=O)Nc2cccc(S(=O)(=O)N3CCCCC3)c2)s1
3	0	4	2	-2	-1.2	3	0	-1	1	Cc1onc(-c2ccccc2)c1C(=O)Nc1nnc(CC(C)(C)C)s1
1	3	5	-1	-3	0.7	-2	2	-9	-1	COCCN(C(=O)COC(=O)c1cc(C)n(-c2ccccc2)c1C)c1c(N)n(Cc2ccccc2)c(=O)[nH]c1=O
1	-1	1	4	-4	0.2	2	6	-5	0	CC(C)c1nc(SCC(=O)NCC2CCCO2)c2c(=O)n(C)c(=O)n(C)c2n1 (configuration not stated)
-1	0	1	-16	-3	0.1	0	9	-1	2	Cc1cccc(C)c1OCC(=O)N/N=C/c1cccn1C
-5	-16	6	3	-3	0.2	-4	5	-27	5	CN(C)CC/C=C1/c2ccccc2Sc2c(O)cc(Cl)cc21
0	-47	-1	13	-16	-0.4	-1	-9	-51	20	Cc1cc(Cl)ccc1OC(C)C(=O)Nc1ccc(S(=O)(=O)Nc2cnc3ccccc3n2)cc1 (configuration not stated)
1	-49	6	-10	-12	-1.3	-5	-1	-73	-2	c1coc(-c2cc3nc(NCc4ccc5c(c4)OCO5)ccn3n2)c1
0	-1	-2	6	2	0.7	0	-11	-2	-8	COc1ccc2c(c1)CCc1c(C(=O)N3CCc4ccccc4C3)noc1-2
-2	4	1	-8	1	-0.2	-2	-8	-4	0	CCCOc1cccc(C2C(C(=O)c3cccs3)=C(O)C(=O)N2Cc2cccnc2)c1 (configuration not stated)
-3	-11	-6	11	-7	-5.9	-8	2	-21	13	COc1ccccc1/C=C\C=N\n1c(C2CCCCC2)n[nH]c1=S
-1	-73	1	5	-56	4.0	3	-10	-98	12	C=CCNc1nc2cc(-c3ccc(C(=O)N4CCOCC4)cc3)sc2c(=O)n1C
-2	1	-6	12	-1	0.8	3	2	-8	8	Cc1ccc(C(C)C)c(OC/C(O)=C(\C#N)c2nc3ccccc3[nH]2)c1
2	4	-3	-8	-1	0.1	2	-1	2	8	COc1ccc(N2CC(C)(C)C2=O)cc1
7	0	-6	-3	0	-0.7	-1	-1	5	0	NCCCC[C@@H](C(=O)NCCCCCCCCCCC(=O)N1CCNCC1)n1cc(CCO)nn1
43*	2	5	17	-3	0.9	-1	3	1	-4	Fc1ccc(CSc2nnc(CN3CCOCC3)n2-c2ccccc2)c(Cl)c1
3	12*	-4	-1	4	0.5	-7	0	8	-7	CCOC(=O)C1=C(C)N(CCCC(=O)O)C(=O)NC1c1ccccc1OS(=O)(=O)c1ccc([N+](=O)[O-])cc1 (configuration not stated)
-2	-7	-3	-4	-1	0.6	0	-5	-9	13	O=C(COC(=O)Cn1cnc2ccccc21)Nc1ccc2c(c1)C(=O)c1ccccc1C2=O
1	1	-1	11	-3	-0.7	2	4	-6	1	Nc1ccc(CCc2ccc(N)cc2)cc1
-3	3	-1	-1	0	-0.6	3	-6	1	-4	Cc1cc(C)n(-c2ccc3nncn3n2)n1
12	0	5	12	-3	-1.1	11	-3	-3	3	O=C(NCc1ccco1)C1CC2CCC1C2 (configuration not stated)
-1	0	-5	5	-2	-0.5	-1	-3	5	5	CC(C)N(C(=O)COC(=O)c1ccc(Cl)s1)c1ccccc1
1	2	3	6	-1	0.0	2	5	-6	7	CCN(CC(=O)NC1CC1)S(=O)(=O)c1ccc(OC)cc1
-3	3	-5	-5	-1	-0.4	-3	-3	6	-5	O=C(COC(=O)CNC(=O)C1CCCCC1)Nc1ccc2ccccc2c1
1	-1	0	-5	-2	-0.4	0	-1	-4	-20	O=c1[nH]c2ccc(S(=O)(=O)N3CCCC3)cc2[nH]1
1	3	-2	9	-7	1.3	4	-2	2	-5	C#CCOCCOCCOCCNc1nc(N2CCN(C(=O)[C@H](Cc3ccc(O)cc3)n3cc([C@@H](N)CC(C)C)nn3)CC2)nc(N2CCN(C(=O)[C@H](Cc3cc4ccccc4[nH]3)n3cc([C@@H](N)CC(C)C)nn3)CC2)n1
